DNMT1 block: blocks human DNA methyltransferase DNMT1 | P26358 | DNMT1 molecular beacon, Hinp1I cleavage, fluorescence | inhibition (reported as % activation of signal), % at 10 µM | 360,000 tested, 0.83% active | AID 588458; in the data active means inhibition above about 50%
Target sequence (P26358 504-1616 limits assumed): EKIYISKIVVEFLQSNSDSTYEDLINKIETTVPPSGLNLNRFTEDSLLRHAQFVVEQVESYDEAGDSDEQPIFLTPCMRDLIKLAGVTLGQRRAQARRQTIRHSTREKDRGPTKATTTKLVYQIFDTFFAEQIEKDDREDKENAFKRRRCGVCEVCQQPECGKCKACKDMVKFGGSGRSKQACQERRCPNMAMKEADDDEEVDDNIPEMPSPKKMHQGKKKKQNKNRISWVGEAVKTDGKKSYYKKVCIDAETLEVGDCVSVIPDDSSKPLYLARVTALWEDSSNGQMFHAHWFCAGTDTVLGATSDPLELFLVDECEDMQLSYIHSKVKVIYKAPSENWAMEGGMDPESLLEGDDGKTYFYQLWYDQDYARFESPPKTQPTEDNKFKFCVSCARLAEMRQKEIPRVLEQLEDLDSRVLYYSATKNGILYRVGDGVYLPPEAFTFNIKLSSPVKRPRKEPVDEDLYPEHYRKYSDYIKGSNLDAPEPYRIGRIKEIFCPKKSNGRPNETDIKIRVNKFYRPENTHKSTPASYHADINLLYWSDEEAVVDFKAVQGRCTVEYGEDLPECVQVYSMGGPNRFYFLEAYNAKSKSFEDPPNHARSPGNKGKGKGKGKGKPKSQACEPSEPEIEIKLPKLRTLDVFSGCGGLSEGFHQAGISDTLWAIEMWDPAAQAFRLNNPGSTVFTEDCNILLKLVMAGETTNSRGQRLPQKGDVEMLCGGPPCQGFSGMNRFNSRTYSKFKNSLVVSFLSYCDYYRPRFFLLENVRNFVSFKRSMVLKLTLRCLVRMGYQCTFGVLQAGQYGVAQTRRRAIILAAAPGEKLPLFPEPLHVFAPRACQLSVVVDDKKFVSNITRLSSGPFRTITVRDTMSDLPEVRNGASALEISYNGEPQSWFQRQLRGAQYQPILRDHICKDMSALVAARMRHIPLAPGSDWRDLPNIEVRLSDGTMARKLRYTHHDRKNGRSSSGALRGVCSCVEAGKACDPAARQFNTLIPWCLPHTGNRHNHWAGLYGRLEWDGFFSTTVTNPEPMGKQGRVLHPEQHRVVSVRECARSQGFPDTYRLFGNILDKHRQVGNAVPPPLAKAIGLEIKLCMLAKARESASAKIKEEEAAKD
SUMO1-SIM PPI: alters human SUMO1 binding to SIM partners; SUMO1 binding to a labelled peptide, TR-FRET, 1 h; AID 602429; inhibition, % at 20 µM; P63165; 360,000 tested, 0.33% active; in the data active means inhibition above about 37%
Neddylation inh: inhibitors of human cullin neddylation. 360,000 tested, 0.58% active. calls only at 25 µM. P61081+Q13564. TR-FRET cullin neddylation, biochemical; in the data active means inhibition above about 36%
Rpn11 inh: inhibitors of human proteasome Rpn11; O00487; human 26S proteasome, Ub4-pepOG fluorescence polarization; 20S core pre-blocked with epoxomicin; calls only at 20 µM; 360,000 tested, 0.59% active;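 active means inhibition at 20 µM, scaled to each plate's controls, above about 33%, limit read from the data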
Rin1-Abl PPI inh: human Rin1-Abl interaction inhibition; P00519+Q13671; TR-FRET Rin1/Abl binding, biochemical; inhibition, % at 7.35 µM; 360,000 tested, 0.4% active; AID 588664; in the data active means inhibition above about 5%, passing the limit was not always enough
NadD inh: blocks S. aureus nicotinate mononucleotide adenylyltransferase | 360,000 tested, 0.78% active | inhibition, % at 20 µM | purified NadD enzyme, colorimetric absorbance read-out; in the data active means inhibition above about 26%; further: some compounds past the cut are filed as inactive
Scp-1 inhibitor: Scp-1 (human) phosphatase inhibition | inhibition, % at 20 µM | 340,000 tested, 0.88% active | AID 493091 | Recombinant Scp1, phosphopeptide, malachite green phosphate absorbance | Q9GZU7;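 active means inhibition above about 50% at 20 µM, limit read from the data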;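 further: plate controls were DMSO wells with enzyme for no effect and wells lacking enzyme for full effect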
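System: SCP-1 catalytic domain; Reagent: Phospho 17-mer peptide substrate; Doses: one concentration, 20 µM, with 1.0% DMSO; Incubation: 45 min room-temperature reaction, 5 min colour, 30 min stabiliser; Signal: Phosphate-binding colour reagent, absorbance read at 630 nm.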
STEP block: inhibitors of human striatal-enriched phosphatase STEP; P54829; recombinant STEP, OMFP fluorogenic substrate, fluorescence; inhibition, % at 20 µM; 360,000 tested, 0.25% active;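 active means inhibition at 20 µM, scaled per plate between control wells, above about 37%, limit read from the data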;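 further: 0% = DMSO with enzyme and substrate and 100% = substrate only without enzyme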
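System: STEP phosphatase, cell-free reaction; Buffer or medium: Bis-Tris pH 6.0 buffer with DTT, detergent; Incubation: 20 min at room temperature, dark; Measured by: fluorescence, 480/540 nm.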
LMPTP inh: LMPTP (human) inhibition; P24666; recombinant LMPTP-A, OMFP fluorogenic substrate, fluorescence intensity; inhibition, % at 20 µM; 360,000 tested, 0.22% active;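 active means compounds that cut the enzyme signal by at least half of the control window in the single-dose screen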;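 further: plate controls were DMSO wells with enzyme plus substrate for no effect and substrate without enzyme for full effect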
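Assay system: LMPTP-A phosphatase enzyme | Input: 0.625 nM enzyme | Also added: Fluorogenic phosphatase substrate OMFP at 400 µM final | Compound dosing: One test concentration per compound, 20 µM, with 3% DMSO overall | Schedule: 50 min enzyme reaction at room temperature, protected from light | Signal: Fluorescence intensity | Benchmarks: no-enzyme and uninhibited controls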
CSN inh: CSN deneddylation inhibition; Q92905; AID 651999; 360,000 tested, 0.38% active; Purified CSN, SCF-Nedd8-OG deneddylation, fluorescence polarization; inhibition, % at 12.5 µM;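 active means pattern-corrected inhibition above about 35%, with an unprinted fluorescence ratio check between 0.5 and 1.5, limit read from the data, passing the limit was not always enough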;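 further: 0% = enzyme with substrate and 100% = substrate without enzyme; some results filed as inactive read as strong as hits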
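Test system: Human Csn5 produced in HEK293T cells | Compound: 12.5 µM single point | Times: 90 min, room temperature | Signal: Fluorescence polarization readout | Read-out basis: % inhibition of substrate cleavage by Csn5 | Controls: no-enzyme wells high, enzyme-with-substrate wells low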
The depositor's hits bear a star; i = inactive; nt = no result given; + = active, no number; & = joins results of further samples; ! = not active in a repeat. Compounds were not picked by outcome; about 3.8% have a hit in one of these screens.

| SMILES | DNMT1 block | SUMO1-SIM PPI | Neddylation inh | Rpn11 inh | Rin1-Abl PPI inh | NadD inh | Scp-1 inhibitor | STEP block | LMPTP inh | CSN inh |
| --- | --- | --- | --- | --- | --- | --- | --- | --- | --- | --- |
| CCCc1cc(=O)[nH]c(SCC(=O)Nc2cc(S(=O)(=O)N(CC)c3ccccc3)ccc2Cl)n1 | -10 | 22 | i | i | 6 | 16 | 2 | 8 | 2.9 | 2 |
| CN(Cc1ccccc1)c1nc2c(c(=O)[nH]c(=O)n2C)n1CCOc1ccccc1 | -4 | -1 | i | i | 5 | -1 | -5 | -3 | 0.6 | 3 |
| Cc1ccc(C(=O)Nc2ccc(Cl)cn2)cc1 | 0 | 3 | i | i | 3 | 1 | 1 | -2 | -1.4 | 5 |
| CCOC(=O)C1=CCC(C(C)(C)C)N(S(=O)(=O)c2ccc(C)cc2)C1 (stereo not drawn) | 5 | 4 | i | i | 3 | -8 | nt | 3 | -0.1 | 110* |
| CC(C)NC(=O)Nc1ccc2c(c1)C(=O)N([C@H](C)CO)C[C@H](C)[C@@H](CN(C)C(=O)Nc1ccc(C(F)(F)F)cc1)O2 | 1 | 1 | i | i | 0 | 8 | 21 | -2 | -1.0 | -7 |
| Cc1cc(C)c(C(=O)CN2C(=O)NC3(CCCCCC3)C2=O)cc1C | 4 | -3 | i | i | 2 | 0 | 1 | 0 | 1.5 | -15 |
| CSCCC(NC(=O)c1ccc([N+](=O)[O-])cc1Cl)C(=O)OCC(=O)N1CCN(C(C)=O)CC1 (stereo not drawn) | -2 | -38 | i | i | 4 | -1 | -3 | 0 | -0.2 | 2 |
| O=C(O)c1cccc(NC(=O)c2ccc3c(c2)C(=O)N(CC2CCCO2)C3=O)c1 (stereo not drawn) | 4 | -25 | i | i | -1 | 2 | -9 | -5 | -2.4 | 0 |
| COc1ccc(/C=C2\CCc3ccccc3C2=O)cc1Cn1cccn1 | -2 | -17 | i | i | -1 | 2 | 13 | 3 | 3.0 | 1 |
| c1ccc2[nH]c(-c3ccnc4ccccc34)nc2c1 | -2&-9 | -15&-14 | nt | i | -2&-3 | 3&16 | 100*! | 2&-1 | -1.1&-0.2 | -3&3 |
| Cc1ccc(C(=O)/C=C\NCc2ccccc2)cc1 | 6 | -6 | i | i | -1 | -5 | -8 | 1 | -1.0 | -19 |
| N#Cc1ccc(-c2ccc(OCC(=O)NCCc3ccccc3)cc2)cc1 | 0 | 4 | i | i | -2 | -4 | -10 | 3 | 0.9 | -4 |
| Cc1ccc(Sc2c([N+](=O)[O-])ncn2C)cc1 | 5 | -8 | i | i | -7 | 0 | 3 | 3 | -0.9 | -3 |
| O=C(Nc1ccc(Oc2ccccc2)nc1)C1CCCCN1Cc1cccc(OCCO)c1 (stereo not drawn) | -19 | -1 | i | i | 5 | 0 | 1 | 1 | -0.4 | 5 |
| COc1ccc(CS(=O)(=O)CC(C)(O)c2ccccc2)cc1 (stereo not drawn) | 1 | 3 | i | i | 0 | -7 | -3 | -6 | -2.1 | 2 |
| Nc1cc(N2CCCC2)ccc1[N+](=O)[O-] | 3 | -37 | i | i | -16 | -1 | 2 | 1 | 2.4 | -4 |
| O=C(Cn1cc(CCO)nn1)N1CCNCC1 | 11 | 0 | i | i | 3 | 0 | -9 | 1 | -6.8 | 1 |
| CCOC(=O)c1sc2nc3c(SCCC(=O)O)cc(C(=O)c4cc(OC)ccc4O)cn3c(=O)c2c1C | 104* | 84* | i | + | -2 | 43* | 27 | 96* | 92* | 104* |
| CCn1ncc(CN2CCN(C(=O)Nc3ccccc3C(=O)OC)CC2)c1C | 1 | -3 | i | i | 2 | -1 | -5 | 0 | -1.2 | -5 |
| CCc1nc(C)c(C(=O)N2CCCC(C(=O)Nc3cccc(-c4cccc(C)c4)c3)C2)o1 (stereo not drawn) | -4 | -1 | i | i | -1 | -9 | 5 | -1 | 0.1 | 0 |
| Cc1cccc(C)c1C(O)c1ncc(-c2cccc(F)c2)[nH]1 (stereo not drawn) | 0 | 1 | i | i | -1 | -5 | nt | 1 | 0.5 | 1 |
| COc1ccccc1CNC(=O)COc1cccnc1[N+](=O)[O-] | -1 | -28 | i | i | 2 | 3 | -6 | -1 | 0.0 | -4 |
| COc1ccc(S(=O)(=O)N2CCCCC2)cc1NC(=O)CCCNC(=O)c1ccc(Cl)cc1 | -4 | -1 | i | i | -2 | 3 | 2 | -1 | 1.1 | 2 |
| COC(=O)c1ccc(COC(=O)CSCC(=O)Nc2ccc(C)cc2C)cc1 | 2 | -3 | i | i | 2 | -8 | -2 | -2 | 0.4 | 2 |
| CCOC(=O)N1CCN(C(=O)CSc2ccc3nnc(-c4cccnc4)n3n2)CC1 | 1 | 4 | nt | i | -4 | -2 | 3 | 14 | -1.0 | 0 |
| COc1cc2c(cc1OC)C(C)N(C(=S)NC(=O)c1ccccc1)CC2 (stereo not drawn) | -5 | -5 | i | i | 0 | 1 | -6 | 3 | -0.8 | 5 |
| CC(=O)Nc1nc(Cn2nnc(-c3ccc4c(c3)OCO4)n2)nc(N(C)C)n1 | 3 | 3 | i | i | -5 | -3 | -2 | 1 | -0.5 | 1 |
| O=C1NC[C@H](CCCCN2C[C@H](Cc3ccc(O)cc3)N(CCC3CCCCC3)C(=O)C2=O)N(CC2CCCCC2)C1=O | nt | 3 | i | nt | nt | 25 | nt | nt | 0.6 | 0 |
| COc1ccc2[nH]cc(CCNC(=O)Cn3cc(C)c(=O)[nH]c3=O)c2c1 | 3 | 4 | i | i | -3 | -3 | -4 | 2 | -2.8 | 1 |
| Cc1nc(SCC(=O)Nc2cc(Cl)ccc2[N+](=O)[O-])nc(C)c1C | 1 | -19 | i | i | -4 | 1 | 3 | 0 | -0.2 | -1 |
| COc1ccc2nc(C)cc(N/N=C/c3ccccc3)c2c1 | 67* | -48 | i | i | -5 | 1 | 0 | 2 | 6.7 | 10 |
| CSc1nnc(-c2cc(Br)ccc2N=Cc2c(C)[nH]n(-c3ccccc3)c2=O)c(=O)[nH]1 | 0 | 21 | i | i | -5 | -3 | -8 | 3 | 0.6 | -9 |
| CCOC(=O)CC1COCCN1C(=O)c1ccc2oc(Cc3ccccc3)nc2c1 (stereo not drawn) | 1 | 2 | i | i | 2 | -2 | -4 | 1 | 1.1 | -3 |
| CN(C)CCN1CCN(C2CN(C3CCCC3)S(=O)(=O)C2)CC1 (stereo not drawn) | 4 | -3 | i | i | 0 | -3 | nt | 1 | -10 | 4 |
| O=C(CN1CCN(S(=O)(=O)c2ccccc2)CC1)Nc1ccccc1Cl | -1 | -1 | i | i | 4 | -6 | 1 | 0 | 2.6 | 1 |
| COc1ccc(/C=N/NC(=O)Cn2cc(C(F)(F)F)ccc2=O)cc1 | 3 | 1 | i | i | 0 | -7 | -1 | -3 | 0.2 | 2 |
| CC1(C)CC(=O)C=C(NCCCN2CCCC2=O)C1 | 1 | -1 | i | i | -2 | 0 | -2 | 0 | 0.2 | -4 |
| OC1C[N+]2(CCCCC2)C1 | -4 | 0 | i | i | 3 | 6 | -3 | -3 | -5.4 | 1 |
| COC(=O)c1cc(=O)c2c(C)nc(C(Cl)(Cl)Cl)nc2[nH]1 | 7 | -10 | i | i | 4 | 1 | 15 | 6 | 5.3 | -10 |
| CC(OC(=O)CCc1nc2ccccc2c(=O)[nH]1)C(=O)Nc1cccc(C(F)(F)F)c1 (stereo not drawn) | -5 | -1 | i | i | 2 | 2 | -7 | 2 | -0.9 | 3 |
| COc1cccc(CN2CCN(Cc3ccc(C)o3)CC2CCO)c1 (stereo not drawn) | 0 | 6 | i | i | -2 | -1 | -9 | -4 | -1.3 | -1 |
| Cn1nc(-c2ccccc2)c(CO)c1Oc1cccc(C(F)(F)F)c1 | -2 | -2 | i | i | 0 | -5 | -6 | 3 | 0.2 | -1 |
| O=C(CSc1nnc2ccc(-c3ccccn3)nn12)NCCc1ccccc1 | 2 | -29 | i | i | 1 | 8 | -1 | 0 | 0.3 | -3 |
| COCc1cc(C)[nH]c(=O)c1C#N | -2 | -3 | nt | i | 0 | -9 | -5 | 0 | -0.1 | -3 |
| CCOc1ccc(NC(=O)CCNC(=O)c2ccco2)cc1 | 0 | -4 | i | i | 1 | -2 | 6 | -1 | -2.2 | 1 |
| Cc1ccc(CSCC(=O)N2CCCC2)cc1 | 3 | -1 | i | i | 2 | 1 | -5 | 2 | 0.0 | 6 |
| CC1CCc2nc(NC(=O)Cc3cccs3)sc2C1 (stereo not drawn) | -4 | -1 | i | i | 2 | -2 | 0 | 0 | 1.7 | 2 |
| CCCCNC(=O)c1cc(-c2ccc3c(c2)OCO3)on1 | 6 | 6 | i | i | 0 | -6 | -9 | 1 | 0.0 | 0 |
| COC(=O)C(Cc1cncn1COCc1ccccc1)NC(=O)OC(C)(C)C (stereo not drawn) | 1 | -3 | i | i | 0 | -5 | -8 | -2 | -1.7 | 3 |
| CCOC(=O)c1sc(=NC(=O)COc2ccc(Cl)cc2)n(C)c1C | 20 | 5 | i | i | 0 | 0 | -5 | -2 | -0.7 | 2 |

Compound profiles (already shown):
Results for CCOC(=O)c1sc2nc3c(SCCC(=O)O)cc(C(=O)c4cc(OC)ccc4O)cn3c(=O)c2c1C : DNMT1 block = 104*; SUMO1-SIM PPI = 84*; Neddylation inh = i; Rpn11 inh = +; Rin1-Abl PPI inh = -2; NadD inh = 43*; Scp-1 inhibitor = 27; STEP block = 96*; LMPTP inh = 92*; CSN inh = 104*
Results for CCOc1ccc(NC(=O)CCNC(=O)c2ccco2)cc1 : DNMT1 block = 0; SUMO1-SIM PPI = -4; Neddylation inh = i; Rpn11 inh = i; Rin1-Abl PPI inh = 1; NadD inh = -2; Scp-1 inhibitor = 6; STEP block = -1; LMPTP inh = -2.2; CSN inh = 1

The listing continues.
| SMILES | DNMT1 block | SUMO1-SIM PPI | Neddylation inh | Rpn11 inh | Rin1-Abl PPI inh | NadD inh | Scp-1 inhibitor | STEP block | LMPTP inh | CSN inh |
| --- | --- | --- | --- | --- | --- | --- | --- | --- | --- | --- |
| COc1ccccc1-c1cc(C(=O)N/N=C/c2ccc(C)o2)c2ccccc2n1 | 1 | -18 | i | i | 1 | 7 | -5 | 3 | 0.2 | -2 |
| CCc1ccc(-c2csc3ncn(CC)c(=O)c23)cc1 | 2 | 0 | i | i | 1 | -5 | -6 | -2 | -0.9 | 1 |
| CCC(CO)NCc1ccc(-c2ccccc2)cc1 (stereo not drawn) | 5 | 2 | i | i | -3 | -3 | 4 | -4 | -1.5 | 6 |
| Cn1c(SCC(=O)NNC(=O)c2ccccc2)nnc1C1CC1 | 0 | -3 | i | i | 0 | 1 | -5 | -2 | -1.9 | -6 |
| CCCSc1nsc(SCCC)c1C#N | 1 | 1 | i | i | 6 | -25 | 1 | -1 | -2.0 | -6 |
| CCOC(=O)c1c(C)[nH]c(C(=O)COC(=O)/C=C/c2ccc3c(c2)OCO3)c1C | 11 | -1 | i | i | 3 | -5 | -17 | 0 | 1.9 | -9 |
| CC(=O)CC1c2ccccc2C=C(c2ccsc2)N1c1ccc(-c2cccs2)cc1 (stereo not drawn) | nt | -7 | i | nt | nt | 24 | nt | nt | 1.5 | 2 |

Assay outcomes as filed in PubChem.
